# Screening results as filed in PubChem.
# eLon inh – inhibitors of E. coli Lon protease, primary screen, biochemical, fluorescence polarization; P0A9M0; purified E. coli Lon protease; inhibition, % at 7.94 µM; AID 602123, 2011; 360,000 compounds, 0.42% hits; in the data active = inhibition above about 13%, passing the limit was not always enough;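 note: 0% = enzyme with probe and DMSO and 100% = no enzyme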
# Target sequence (P0A9M0 whole entry, looked up): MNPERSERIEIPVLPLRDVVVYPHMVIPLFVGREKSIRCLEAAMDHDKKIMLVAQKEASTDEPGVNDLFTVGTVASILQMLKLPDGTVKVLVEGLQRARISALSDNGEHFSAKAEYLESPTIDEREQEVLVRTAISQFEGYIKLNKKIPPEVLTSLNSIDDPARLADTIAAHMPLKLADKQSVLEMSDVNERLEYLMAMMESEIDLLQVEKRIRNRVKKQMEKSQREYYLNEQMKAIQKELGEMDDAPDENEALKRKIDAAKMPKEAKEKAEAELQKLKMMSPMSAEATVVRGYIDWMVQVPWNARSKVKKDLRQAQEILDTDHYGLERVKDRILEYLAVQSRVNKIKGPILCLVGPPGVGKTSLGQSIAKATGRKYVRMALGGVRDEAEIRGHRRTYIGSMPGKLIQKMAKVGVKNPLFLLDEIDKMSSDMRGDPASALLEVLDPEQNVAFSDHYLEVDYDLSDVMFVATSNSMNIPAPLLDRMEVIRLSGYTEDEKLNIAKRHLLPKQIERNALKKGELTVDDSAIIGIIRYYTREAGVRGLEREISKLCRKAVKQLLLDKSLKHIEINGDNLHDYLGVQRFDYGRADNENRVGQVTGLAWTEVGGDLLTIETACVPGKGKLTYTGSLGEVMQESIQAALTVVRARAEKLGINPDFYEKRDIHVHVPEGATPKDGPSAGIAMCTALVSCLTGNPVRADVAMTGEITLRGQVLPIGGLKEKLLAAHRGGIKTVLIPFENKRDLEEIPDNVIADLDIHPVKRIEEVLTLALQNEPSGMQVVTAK
# CSN deneddyl inh – inhibitors of CSN-mediated cullin deneddylation, primary screen, biochemical, fluorescence polarization, uHTS. COP9 signalosome complex subunit 5 (Homo sapiens), Q92905. Purified CSN, SCF-Nedd8-OG deneddylation. inhibition, % at 12.5 µM. 360,000 compounds, 0.38% hits;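 active = pattern-corrected inhibition above about 35%, with an unprinted fluorescence ratio check between 0.5 and 1.5, limit read from the data, passing the limit was not always enough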;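 note: 0% = enzyme with substrate and 100% = substrate without enzyme; some results filed as inactive read as strong as hits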
# Target sequence (Q92905 whole entry, looked up, one chain of several): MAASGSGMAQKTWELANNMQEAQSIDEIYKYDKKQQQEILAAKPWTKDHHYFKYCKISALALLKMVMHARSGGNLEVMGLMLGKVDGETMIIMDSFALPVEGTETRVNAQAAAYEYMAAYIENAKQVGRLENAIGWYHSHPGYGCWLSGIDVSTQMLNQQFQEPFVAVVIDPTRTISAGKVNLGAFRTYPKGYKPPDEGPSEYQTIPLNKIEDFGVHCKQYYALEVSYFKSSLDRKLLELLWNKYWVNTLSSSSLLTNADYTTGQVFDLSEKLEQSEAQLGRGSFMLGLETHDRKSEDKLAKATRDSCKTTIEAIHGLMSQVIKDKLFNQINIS
#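 Assay system: HEK293T-derived human Csn5 enzyme; quantity: 0.24 nM enzyme; medium: Tris/NaCl/DTT buffer, pH 7.5; also added: substrate SCFSkp2-Nedd8OG, 10 nM; doses: 12.5 µM compound; schedule: 90 min reaction at room temperature; signal: FP; read-out: % inhibition of substrate cleavage by Csn5; benchmarks: substrate-only high control, full reaction low control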
# MsrA act – bovine MsrA enzyme activators, primary screen, biochemical, absorbance, HTS. Methionine sulfoxide reductase A (Bos taurus). purified bovine MsrA, absorbance read-out. AID 602163, 2012. 360,000 compounds, 0.3% hits. activation, % at 10.6 µM; in the data active = activation above about 7.5%;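 note: 0% = vehicle and 100% = reference activator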
# Neddyl block – inhibitors of cullin neddylation, primary screen, biochemical, TR-FRET, uHTS, NAE and Ubc12; NEDD8-conjugating enzyme Ubc12 (Homo sapiens) + NEDD8-activating enzyme E1 regulatory …; calls only at 25 µM; 360,000 compounds, 0.58% hits; in the data active = inhibition above about 36%
# MsrA inh – bovine MsrA enzyme inhibitors, primary screen, biochemical, absorbance, HTS. 360,000 compounds, 0.75% hits. purified bovine MsrA, absorbance read-out. Methionine sulfoxide reductase A (Bos taurus). inhibition, % at 15.5 µM; in the data active = inhibition above about 4.5%;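 note: 0% = vehicle wells with enzyme and 100% = reference inhibitor wells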
# MLLE-PAM2 inh – inhibitors of PABP1 MLLE–PAM2 peptide binding, primary screen, biochemical, fluorescence polarization, FITC-PAM2, GST-MLLE; Polyadenylate-binding protein 1 (Homo sapiens), P11940; inhibition, % at 20 µM; 360,000 compounds, 0.36% hits; AID 588489, 2011; in the data active = inhibition above about 35%, passing the limit was not always enough;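 note: plate controls were DMSO wells with GST-MLLE for no effect and wells lacking GST-MLLE protein for full effect; some results filed as inactive read as strong as hits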
# Rin1-Abl PPI inh – inhibitors of Rin1-Abl protein binding, primary screen, biochemical, TR-FRET; Tyrosine-protein kinase ABL1 (Homo sapiens) + Ras and Rab interactor 1 (Homo sapiens), …; inhibition, % at 7.35 µM; 360,000 compounds, 0.4% hits; in the data active = inhibition above about 5%, passing the limit was not always enough
# FAS-TE inh – FAS thioesterase domain inhibitors, primary screen, biochemical, fluorescence intensity, uHTS; inhibition, % at 15 µM; 360,000 compounds, 0.67% hits; recombinant FAS-TE, OMFH fluorogenic substrate, fluorescence endpoint;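 active = compounds whose normalised, plate-corrected inhibition of enzyme fluorescence in the single-dose primary screen is 50% or more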;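 note: 0% = DMSO with enzyme and 100% = substrate without enzyme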
# Tb MetRS inh – T. brucei MetRS inhibitors, primary screen, biochemical, luminescence. methionyl-tRNA synthetase (Trypanosoma brucei brucei). purified T. brucei MetRS, ATP depletion, Kinase-Glo luminescence. inhibition, % at 11.9 µM. 360,000 compounds, 0.4% hits;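 active = inhibition above a per-plate cutoff of the control wells' mean inhibition plus 3 SD, cut at about 5.5% in these data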;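 note: 0% = DMSO wells median and 100% = median of wells with control inhibitor compound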
#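 Material: parasite MetRS enzyme / Replication: singlicate, one well per compound / Signal: luminescence of leftover ATP / Schedule: 2 h aminoacylation at 25 °C after 15 min preincubation / Medium: HEPES-MgCl2-KCl buffer plus DTT, spermine, BSA, pyrophosphatase / Doses: 11.9 µM single point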
# Starred values were filed as active, the others as inactive; i = inactive.
1	CN(C)S(=O)(=O)c1ccc(S(=O)(=O)N2CCCC(C(=O)NC3CCCC3)C2)cc1 (centres undefined)
2	CC(OC(=O)Cn1nnc2ccccc21)C(=O)NC1CCCC1 (centres undefined)
3	Cc1cc(=O)[nH]c(SCC(=O)N2CCC(C(N)=O)CC2)n1
4	CCN(CC)CCCN=Cc1c(O)n(-c2ccc(C)cc2)c(=O)c2ccccc12
5	CC(C(=O)N1CCN(c2ccccc2)CC1)c1ccc([N+](=O)[O-])cc1 (centres undefined)
entry no.	1	2	3	4	5
eLon inh	4	-10	-1	-5	3
CSN deneddyl inh	0	4	-2	-3	0
MsrA act	0	-3	-4	-2	-5
Neddyl block	i	i	i	i	i
MsrA inh	-1.2	0.0	0.8	0.8	0.7
MLLE-PAM2 inh	-10	12	20	8	2
Rin1-Abl PPI inh	-2	3	4	0	0
FAS-TE inh	-7	-7	-8	14	21
Tb MetRS inh	-0.5	-0.2	-1.0	0.1	-1.3

6	COc1cccc(-n2c(Cc3cc(=O)[nH]c(=O)[nH]3)nnc2SCC(=O)Nc2ccccc2)c1
7	CCOc1cc(C(=O)OC(C)C(=O)Nc2ccccc2OC)ccc1OCC(=O)N1CCOCC1 (centres undefined)
8	O=C(CSc1nccn1-c1ccccc1)NCc1ccc2c(c1)OCO2
9	O=C1NC2=C(C(=O)CCC2)C(c2ccc(OC(F)F)cc2)N1 (centres undefined)
10	Cn1c(=O)c2sccc2n2c(CCCC(=O)Nc3ccc(F)cc3F)nnc12
entry no.	6	7	8	9	10
eLon inh	8	-1	-1	-1	-9
CSN deneddyl inh	-4	2	2	4	-3
MsrA act	-3	-2	-3	-1	0
Neddyl block	i	i	i	i	i
MsrA inh	1.0	-1.2	0.2	-1.2	-0.3
MLLE-PAM2 inh	10	-8	-24	-9	5
Rin1-Abl PPI inh	-2	-2	-2	2	1
FAS-TE inh	-7	-7	-8	-3	-1
Tb MetRS inh	0.1	0.0	-0.5	0.3	0.2

11	Cc1ccc(OCC(=O)Nc2ccccc2-c2ccccc2)cc1
12	CC(NC(=O)c1ccccc1F)c1nnc(SCC(=O)NC2CCCCC2)n1C (centres undefined)
13	COc1cccc(/C=N/n2cnc3cc(C)c(C)cc32)c1OC
14	C/C(=N\OC(=O)c1ccc(OC(C)C)cc1)c1ccc(C)c(C)c1
15	Cn1c(=O)c2c(nc(N3CCOCC3)n2CCNC2=NCCC2)n(C)c1=O
entry no.	11	12	13	14	15
eLon inh	-5	-5	-10	-2	-20
CSN deneddyl inh	1	6	-3	-6	-6
MsrA act	-9	-3	-1	-2	-5
Neddyl block	i	i	i	i	i
MsrA inh	0.7	-0.8	1.9	0.2	-0.7
MLLE-PAM2 inh	-20	5	-6	-9	-1
Rin1-Abl PPI inh	2	4	1	4	0
FAS-TE inh	21	-4	14	24	-7
Tb MetRS inh	-1.9	0.0	-1.1	-0.7	0.1

# The closing 2 records of the section before open the next one:
14	C/C(=N\OC(=O)c1ccc(OC(C)C)cc1)c1ccc(C)c(C)c1
15	Cn1c(=O)c2c(nc(N3CCOCC3)n2CCNC2=NCCC2)n(C)c1=O
16	Cc1ccc(-c2cc(C(F)F)nc3sc4c(=O)[nH]cnc4c23)cc1
17	Cc1cccc(N2CCN(C(=O)c3cccc(S(=O)(=O)N4CCOCC4)c3)CC2)c1C
18	CC1CCN(C(=O)C2CCN(c3ncnc4c3nc3n4CCCCC3)CC2)CC1
19	CN(Cc1cccc(F)c1)C(=O)c1ccc2c(=O)n3c(nc2c1)CCC3
20	O=C(NCc1cccnc1)c1cccs1
entry no.	14	15	16	17	18	19	20
eLon inh	-2	-20	5	-7	20*	4	4
CSN deneddyl inh	-6	-6	5	-4	-4	-7	-3
MsrA act	-2	-5	-1	-5	-4	-3	-3
Neddyl block	i	i	i	i	i	i	i
MsrA inh	0.2	-0.7	0.7	-0.7	0.3	0.9	-0.3
MLLE-PAM2 inh	-9	-1	-8	14	-9	6	-1
Rin1-Abl PPI inh	4	0	5	4	2	0	0
FAS-TE inh	24	-7	-1	5	-1	4	-5
Tb MetRS inh	-0.7	0.1	-0.4	-0.1	-0.5	0.1	0.1

21	O=C(NCCC(=O)N1CCCC1)c1ccccc1Cl
22	CC(C)(C)OC(=O)C[C@H]1C/C=C\C[C@H](CC(=O)N(CCO)Cc2ccccc2)C(=O)N2CCC[C@H]2COC1=O
23	CCOC(=O)c1[nH]c(C)c(C(=O)c2ccc(C)cc2)c1C
24	C#CCN1C=CC(=O)[C@@H](O)[C@H]1c1ccccc1Br
25	Cc1nonc1NC(=O)OC1CCCCC1
entry no.	21	22	23	24	25
eLon inh	-2	-5	1	-8	-4
CSN deneddyl inh	0	-2	0	-5	-7
MsrA act	-4	1	-4	-8	-7
Neddyl block	i	i	i	i	i
MsrA inh	-0.9	-1.4	-1.0	2.0	-0.4
MLLE-PAM2 inh	6	3	14	0	-3
Rin1-Abl PPI inh	1	-1	1	-4	-4
FAS-TE inh	-6	-11	2	-5	-3
Tb MetRS inh	-0.2	-0.2	-0.2	0.3	-0.9

# In the list so far, these contain a thiophene ring, fused or not:
10	Cn1c(=O)c2sccc2n2c(CCCC(=O)Nc3ccc(F)cc3F)nnc12
16	Cc1ccc(-c2cc(C(F)F)nc3sc4c(=O)[nH]cnc4c23)cc1
20	O=C(NCc1cccnc1)c1cccs1
entry no.	10	16	20
eLon inh	-9	5	4
CSN deneddyl inh	-3	5	-3
MsrA act	0	-1	-3
Neddyl block	i	i	i
MsrA inh	-0.3	0.7	-0.3
MLLE-PAM2 inh	5	-8	-1
Rin1-Abl PPI inh	1	5	0
FAS-TE inh	-1	-1	-5
Tb MetRS inh	0.2	-0.4	0.1

# Later entries:
26	O=C(Cc1ccc(NC(=O)C2CCCN(C(=O)CCc3ccccc3)C2)cc1)Nc1cccc(C(=O)N2CCCCC2)c1 (centres undefined)
27	CC1CC(C)CN(S(=O)(=O)c2ccc(NN)nc2)C1 (centres undefined)
28	COc1cc(C(=O)OCC(=O)NC2CCS(=O)(=O)C2)c([N+](=O)[O-])cc1OC (centres undefined)
29	Cc1ccc(CNc2ccc(Cl)cc2[N+](=O)[O-])cc1
30	C/C(=N\Nc1ccccc1C)c1cccnc1
entry no.	26	27	28	29	30
eLon inh	-5	-8	2	-6	1
CSN deneddyl inh	-7	-1	-7	-2	3
MsrA act	1	-3	-4	-4	0
Neddyl block	i	i	i	i	i
MsrA inh	-0.8	-0.7	1.1	0.2	-1.2
MLLE-PAM2 inh	1	6	13	-13	4
Rin1-Abl PPI inh	3	-2	0	2	0
FAS-TE inh	-4	-5	-4	20	-2
Tb MetRS inh	1.1	0.0	-0.1	-0.8	-0.4

31	Cc1ccc(-c2nnc(N3CCN(C(=O)CN4CCOCC4)CC3)c3ccccc23)cc1
32	CCOc1cc(N2CCOCC2)c(OCC)cc1NC(=O)COC(=O)c1cc(C)cc(C)c1
33	Cc1oc(C(C)(C)C)cc1C(=O)N1CCN(c2ncccc2C(F)(F)F)CC1
34	O=C(N/N=C/c1ccc(O)cc1)c1cc[n+](Cc2ccccc2)cc1
35	COc1ccc(-n2c(Cc3cc(=O)[nH]c(=O)[nH]3)nnc2SCC(=O)Nc2ccccc2)cc1
entry no.	31	32	33	34	35
eLon inh	0	-8	11	3	1
CSN deneddyl inh	1	0	-1	3	-1
MsrA act	-1	-5	-6	-4	-10
Neddyl block	i	i	i	i	i
MsrA inh	0.8	1.6	0.6	1.4	1.1
MLLE-PAM2 inh	9	-1	6	1	5
Rin1-Abl PPI inh	-1	-1	-3	-4	1
FAS-TE inh	-8	12	6	-12	-4
Tb MetRS inh	-0.6	-0.7	-1.0	0.1	-0.8

36	CC(=O)NCCn1c(SCC#N)nc2ccccc2c1=O
37	CCn1ncc(CN2CCC(Oc3ccc(C(=O)N4CCCC4)cc3)CC2)c1C
38	COc1cc(CNC(=O)Nc2nnc([C@@H]3C[C@H](O)[C@@H](CO)O3)s2)cc(OC)c1OC
39	Cc1ccc(SCC(=O)Nc2ccc(N3CCOCC3)cc2)c(C)c1
40	CC(=O)Nc1ccc(S(=O)(=O)Nc2ccccc2C(=O)N2CCCCC2)cc1
entry no.	36	37	38	39	40
eLon inh	-4	-4	-7	9	1
CSN deneddyl inh	0	-2	5	-5	5
MsrA act	-1	-3	0	-6	-1
Neddyl block	i	i	i	i	i
MsrA inh	-0.2	-1.5	-0.2	-0.1	2.0
MLLE-PAM2 inh	-2	-4	6	4	0
Rin1-Abl PPI inh	2	1	-1	4	2
FAS-TE inh	-12	-7	-7	-3	-2
Tb MetRS inh	-0.3	0.4	0.2	-0.1	-0.6

41	Cc1cccc2sc(NS(C)(=O)=O)nc12
42	CC(C)c1ccc(CNc2nc3nc4c(c(=O)n3[nH]2)CCC4)cc1
43	Cc1cccc(OCc2nc(-c3ccc(-n4cccc4)cc3)no2)c1
44	CC(SCc1ccccc1)C(=O)Nc1ccccc1Br (centres undefined)
45	C/C(=N\Nc1ccc(Cl)c(C(=O)O)c1)c1ccccn1
entry no.	41	42	43	44	45
eLon inh	-6	-4	1	-6	3
CSN deneddyl inh	-16	-8	4	4	-7
MsrA act	-3	-2	0	-2	-3
Neddyl block	i	i	i	i	i
MsrA inh	-2.0	0.1	-0.4	-0.4	2.8
MLLE-PAM2 inh	14	9	-7	14	4
Rin1-Abl PPI inh	2	3	-1	4	-2
FAS-TE inh	-1	-1	6	15	-6
Tb MetRS inh	-0.6	0.4	-1.4	1.0	0.0

46	CC(/C=N\Nc1nnc2c(n1)[nH]c1c(C)cccc12)=C\c1ccco1
47	CC(=O)Nc1cc(NC(=O)C2C3C=CC(C3)C2C(=O)O)ccc1Cl (centres undefined)
48	Cc1ccc(NC(=O)c2ccc3ccccc3n2)nc1
49	CCOC(=O)N1CCc2c(sc(NC(=O)CN3CCOCC3)c2C(=O)Nc2ccccc2)C1
50	CC1CC(C(F)(F)C(F)(F)F)n2nc(C(=O)O)cc2N1 (centres undefined)
51	Cc1ccc(CNC(=S)N2CCOCC2)cc1
52	Cc1csc(CNc2ncnc3ccc(-c4ccc5c(c4)OCO5)cc23)c1
53	Cc1csc(NC(=O)C2CC(=O)N(c3ccc(C)c(C)c3)C2)n1 (centres undefined)
entry no.	46	47	48	49	50	51	52	53
eLon inh	-7	-5	-2	-9	7	0	-27	-4
CSN deneddyl inh	-7	2	-1	-3	-1	-6	0	-1
MsrA act	-5	-1	-3	1	-2	-3	-1	-6
Neddyl block	i	i	i	i	i	i	i	i
MsrA inh	2.2	2.0	0.9	-1.0	-0.8	1.2	1.0	0.6
MLLE-PAM2 inh	5	-12	-2	-46	-2	-130	3	-3
Rin1-Abl PPI inh	-5	-4	-1	-2	3	2	1	6
FAS-TE inh	-5	0	4	4	-6	-5	-3	-2
Tb MetRS inh	-0.5	-0.5	-0.2	-1.0	-0.2	0.3	0.3	0.0
